High-throughput results: PubChem BioAssay, several laboratories
T cell HTS = modulates CD8 T cell binding to vesicles | 2C CD8+ T cell-vesicle binding, flow cytometry; stronger effect = lower value | calls only at 7 µM | 330,000 tested, 0.068% active | AID 2052;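 active = response, share of CD8 T cells binding vesicles, and their 90th percentile fluorescence all below set limits, cut at about 80% in these data, passing the limit was not always enough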
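incubation = binding step 1.5 h, 37 °C, antibody labelling 20 min, ice | test system = 2C mouse CD8+ T cells | read-out basis = percent CD8+ FL2 mean versus row control | controls = Peptide-free naked vesicles (low) and QL9 vesicles with 0.7% DMSO vehicle (high) | detection = flow cytometry of vesicle-bound cells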
NTR1 agonist = NTR1-driven beta-arrestin-GFP spot formation – imaging, U2OS cells, high content, primary screen (AID 493036) | 330,000 tested, 0.17% active | activation, % at 20 µM | P30989 | agonist mode;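 active = activation at or above 40% of the spot to cytoplasm intensity ratio, with at least 20 cells analyzed; inconclusive = wells under 20 cells, flagged as cytotoxic or low count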;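 also: 0% = DMSO without peptide and 100% = 100 nM NTR1 peptide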
Target sequence (P30989 whole entry, looked up): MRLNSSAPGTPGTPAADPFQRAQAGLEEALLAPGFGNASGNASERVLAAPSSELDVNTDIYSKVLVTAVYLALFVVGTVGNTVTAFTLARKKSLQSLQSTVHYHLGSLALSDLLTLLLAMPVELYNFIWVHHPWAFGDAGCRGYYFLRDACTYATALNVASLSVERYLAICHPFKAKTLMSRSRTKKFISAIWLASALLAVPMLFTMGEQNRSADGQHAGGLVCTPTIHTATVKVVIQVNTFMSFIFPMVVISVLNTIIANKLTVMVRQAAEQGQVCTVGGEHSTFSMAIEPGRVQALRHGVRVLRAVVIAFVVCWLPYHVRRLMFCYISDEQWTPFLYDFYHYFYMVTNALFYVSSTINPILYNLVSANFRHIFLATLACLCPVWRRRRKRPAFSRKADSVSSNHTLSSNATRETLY
Myeloid diff 2 = promotes myeloid progenitor differentiation. AID 624256. 360,000 tested, 1% active. ER-HoxA9 myeloid progenitors, lysozyme-GFP differentiation, flow cytometry. calls only at 10 µM;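 active = normalized GFP-positive differentiation at or above the plate's own cutoff, the solvent-only control mean plus 3 SD; inconclusive = no clear call, values can overlap the other calls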;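 also: cells exposed to compound for four days before flow analysis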
NOD2 inhibition = inhibition of NOD2-driven NF-kB reporter – cell-based, luminescence, uHTS, HEK293 (AID 1566). one-dose inhibition, % at 4 µM; EC50 in µM for titrated hits. HEK293 NOD2/NF-kB luciferase reporter, luminescence; higher % means a stronger effect. 290,000 tested, 0.63% active; also: many of its hits are not listed in these tables
KOR beta-arrestin-1 = KOR agonists, beta-arrestin recruitment, primary screen, cell-based, luminescence, uHTS (AID 1777). 280,000 tested, 0.02% active. KOR beta-arrestin recruitment, luminescence; higher % means a stronger effect. activation, % at 10 µM; hits with a dose series show EC50 in µM; in the data active = activation above about 50%, passing the limit was not always enough; also: a part of the inactive calls stands beside numbers as strong as those of hits
NOD1 NF-kB reporter = inhibition of NOD1-driven NF-kB reporter – cell-based, luminescence, uHTS, primary screen (AID 1578). 290,000 tested, 1% active. inhibition, % at 4 µM, or EC50 in µM where a hit was titrated. NOD1-driven NF-kB luciferase reporter cells, luminescence; higher % means a stronger effect; in the data active = inhibition mostly above about 36%, no sharp cut-off; inactive = mostly below about 34%;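 also: HEK-293T reporter cells stimulated with the NOD1 agonist gamma-tri-DAP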
KOR beta-arrestin-2 = kappa opioid receptor blockers – cell-based, luminescence, uHTS (AID 1778); KOR beta-arrestin recruitment, luminescence, antagonist mode; higher % means a stronger effect; one-dose inhibition, % at 10 µM; IC50 in µM for titrated hits; 290,000 tested, 0.091% active; also: strong numbers were not always called active
GPR55 LPI antagonism = GPR55 antagonists blocking LPI-driven arrestin recruitment, primary screen, imaging, U2OS, beta-arrestin-GFP, LPI agonist (AID 2013); U2OS GPR55 beta-arrestin-GFP translocation imaging, LPI antagonism; higher % means a stronger effect; inhibition, % at 10 µM, or IC50 in µM where a hit was titrated; 290,000 tested, 0.13% active;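 active = spots per cell inhibited over 60%, with over 100 cells counted and total cytoplasm intensity under 500,000; inconclusive = wells with under 100 cells, flagged as likely toxic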;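 also: U2OS cells stably carrying GPR55 and arrestin-GFP stimulated by 5 µM LPI near EC80; imaged beta-arrestin-GFP aggregate spots per cell after agonist stimulation; plate controls were LPI-stimulated DMSO wells for no effect and DMSO wells without LPI for full effect; some results filed as inactive read as strong as hits; confirmed hits need IC50 under 10 µM and bright autofluorescent wells are also inconclusive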
GPR55 activation = selective activators of receptor GPR55 – imaging, U2OS cells, beta-arrestin-GFP redistribution, primary screen (AID 1961); activation, % at 10 µM; hits with a dose series show EC50 in µM; U2OS GPR55 beta-arrestin-GFP redistribution imaging; higher % means a stronger effect; 290,000 tested, 0.048% active;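 active = activation above 40% with more than 50 cells counted in the well; inconclusive = wells holding fewer than 50 cells, flagged as toxic or sparse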;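 also: U2OS osteosarcoma cells stably expressing GPR55 and beta-arrestin-GFP; plate controls were DMSO negative control for no effect and LPI positive control for full effect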
T cell HTS vesicle-bound % = further read-out of T cell HTS, marked with its call; double positive events, %; measured here: CD8+ vesicle-bound cell fraction;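 binding gate set so that unloaded-vesicle control wells show 10% double positive cells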
NTR1 agonist cell count 20 µM = further read-out of NTR1 agonist, marked with its call; cell count; measured here: cell count, cytotoxicity flag
Myeloid diff 2 GFP+ MAC1+ % = further read-out of Myeloid diff 2, marked with its call; GFP+ MAC1+ double positive, %; measured here: differentiation confirmed by MAC1 staining
The depositor's hits bear a star; i = inactive; ? = inconclusive; / = not tested or not shown; + = active, no number; [ ] = remark or other dose. Rule as the data show it, unless noted: active = inhibition above about 50%; inactive = the rest. Only part of the results is shown. The share of hits here may be higher or lower than overall.

Preview, 2 compounds:
SMILES	T cell HTS	T cell HTS vesicle-bound %	NTR1 agonist	NTR1 agonist cell count 20 µM	Myeloid diff 2	Myeloid diff 2 GFP+ MAC1+ %	NOD2 inhibition	KOR beta-arrestin-1	NOD1 NF-kB reporter	KOR beta-arrestin-2	GPR55 LPI antagonism	GPR55 activation
Clc1ccc(OCc2nnc(SCc3nc4ccccc4[nH]3)n2Cc2ccco2)cc1	i	21	4.3	67	i	3.2	27%	-2.3%	35%	28%	1%	-0.2%
COc1cc(OC)c(-c2nn3c(-c4ccco4)nnc3s2)cc1OC	/	/	/	/	i	0.8	-16%	0.2%	-26%	9%	35%	-0.2%

Main list, previewed entries included:
SMILES	T cell HTS	T cell HTS vesicle-bound %	NTR1 agonist	NTR1 agonist cell count 20 µM	Myeloid diff 2	Myeloid diff 2 GFP+ MAC1+ %	NOD2 inhibition	KOR beta-arrestin-1	NOD1 NF-kB reporter	KOR beta-arrestin-2	GPR55 LPI antagonism	GPR55 activation
Clc1ccc(OCc2nnc(SCc3nc4ccccc4[nH]3)n2Cc2ccco2)cc1	i	21	4.3	67	i	3.2	27%	-2.3%	35%	28%	1%	-0.2%
COc1cc(OC)c(-c2nn3c(-c4ccco4)nnc3s2)cc1OC	/	/	/	/	i	0.8	-16%	0.2%	-26%	9%	35%	-0.2%
Nc1o[nH]c(=O)c1Cc1ccccc1	/	/	1.8	60	i	0.5	1%	4.4%	-8%	14%	8%	-0.1%
CC1=NN(C(=O)c2ccccc2Br)C(O)(c2ccc(Cl)cc2)C1 (configuration not stated)	i	41	1.6	54	i	0.5	-4%	-1.9%	-22%	-29%	-5%	-0.2%
CCN(c1ccccc1)S(=O)(=O)c1ccc(Cl)c(C(=O)OCC(=O)NC(=O)C(C)C)c1	i	46	0.9	39	i	0.4	5%	-1.3%	-43%	8%	14%	-0.5%
COc1cccc(N/N=C(\C#N)S(=O)(=O)C(C)(C)C)c1	i	26	-1.4	84	i	0.1	5%	-1.7%	-28%	12%	-7%	0.8%
CCOc1ccc2[nH]cc(S(=O)(=O)c3ccc(Cl)cc3)c(=O)c2c1	i	1	-0.6	48	i	0.3	8%	-0.8%	22%	-12%	-16%	0.2%
O=C(Nc1ccc2oc(-c3ccncc3)nc2c1)c1ccc([N+](=O)[O-])o1	i	28	9.6	66	?	/	7%	4.9%	23%	-14%	-20%	/
CCCc1nc2sc3c(=O)n(N)cnc3c2c2c1COC(C)(C)C2	i	46	2.1	87	/	/	-9%	-5.6%	-34%	-10%	1%	-0.1%
Cc1ccccc1-c1nc(SCc2cccnc2)c2c(=O)n(C)c(=O)n(C)c2n1	i	54	3.8	59	i	0.3	16%	9.2%	-32%	-4%	-10%	-0.6%
COc1ccc(CC(=O)OCC(=O)Nc2ccc(Br)cc2)cc1	i	34	-0.5	77	i	0.4	-1%	1.0%	-39%	-7%	1%	-0.7%
CCOC(=O)c1sc(NC(=O)c2cc(S(=O)(=O)N3CCOCC3)ccc2C)nc1C	i	22	0.0	40	i	0.6	11%	-1.5%	-14%	17%	14%	0.2%
NC(=O)COC(=O)c1ccc2c(c1)S(=O)(=O)c1ccccc1C2=O	i	26	-1.0	50	i	0.7	2%	1.8%	1%	-62%	15%	-0.2%
Cc1ccc(NC(=O)CSc2nnc(CN3CCOCC3)n2-c2ccccc2)cc1	i	10	0.2	81	i	0.3	6%	-4.1%	-12%	13%	7%	-0.3%
O=C(NCc1ccco1)c1ccccc1-c1ccc(C(F)(F)F)cc1	i	33	-3.6	95	i	0.7	0%	-0.4%	12%	-3%	-1%	0.2%
COc1ccc(/C=C2\Sc3ccc(C(=O)NCC4CCCO4)cc3N(C)C2=O)cc1 (configuration not stated)	i	40	0.1	62	i	1.0	16%	-4.6%	0%	-4%	4%	0.2%
O=P(O)(O)c1ccccc1OCc1ccccc1	i	38	0.0	39	i	1.0	4%	-3.3%	-9%	-4%	9%	-0.2%
Cc1ccc(S(=O)(=O)N2CCCCC2c2cccnc2)c(C)c1C (configuration not stated)	i	39	-0.7	67	i	0.5	0%	0.6%	15%	-22%	8%	-0.2%
CCCCCN1CC(=O)N2Cc3[nH]c4ccccc4c3C[C@H]2C1=O	i	51	1.0	83	i	1.1	26%	1.1%	-13%	-21%	5%	0.4%
CC(=O)N1N=C(c2ccc(C)cc2)CC1c1ccco1 (configuration not stated)	i	44	0.8	61	i	0.2	-21%	-2.5%	-21%	-17%	3%	-0.2%
CSC1=N/C(=C\c2ccc(C)cc2)C(=O)S1	i	33	0.4	59	i	1.3	12%	1.1%	2%	16%	3%	-0.1%
CCOc1ccccc1-n1c(C)nc2cc(C(=O)O)ccc21	i	48	2.0	73	i	0.9	12%	2.5%	-40%	-6%	11%	0.1%
Cc1cc(C(=O)NNS(=O)(=O)c2ccc(C(C)(C)C)cc2)nn1C(C)(C)C	i	26	0.6	47	i	0.8	-2%	4.5%	-6%	10%	12%	0.6%
Cc1ccsc1C(=O)N[C@@H](C)c1nnc2ccccn12	i	46	0.3	64	i	3.1	12%	-1.6%	-29%	24%	14%	-0.2%
CCn1c(=O)cc(SCC(=O)NCCC2=CCCCC2)c2ccccc21	i	55	0.8	54	i	0.3	1%	0.9%	-14%	13%	2%	-0.3%
COc1ccccc1N(CC(O)Cn1ccnc1C)S(=O)(=O)c1ccccc1 (configuration not stated)	i	54	2.6	24	i	0.2	9%	-0.2%	-19%	37%	4%	0.0%
Cc1cc(NC(=O)CSc2nnc3c(C)cc4c(C)ccc(C)c4n23)no1	i	62	1.5	53	?	/	6%	2.5%	4%	-34%	-31%	0.2%
COc1cc(C2NC(=O)NC(C)=C2C(=O)OCC2CCCCC2)cc(Cl)c1O (configuration not stated)	i	60	2.0	53	i	0.8	2%	-0.2%	-19%	-14%[20 µM]	-1%	1.7%
COCCNC(=O)CSc1nnc(-c2ccccc2F)n1Cc1ccccc1	i	58	-1.0	91	i	1.3	18%	-0.4%	-32%	-15%[20 µM]	-12%	-0.1%
CCN(C(=O)COC(=O)c1cccc(NS(=O)(=O)c2ccc(F)c(F)c2)c1)C1CCS(=O)(=O)C1 (configuration not stated)	i	31	2.8	41	/	/	-3%	-1.0%	-53%	-14%	13%	0.1%
CCOC(=O)C1(Cc2ccc(Cl)cc2)CCN(Cc2ccon2)CC1	i	57	-0.5	78	i	0.1	-1%	1.3%	-36%	-12%	21%	-0.2%
Cc1ccc(C)c(NC(=S)NCC(c2ccccc2)N(C)C)c1 (configuration not stated)	i	30	3.6	58	i	0.3	-14%	14%	7%	-10%	2%	-0.3%
CCn1c2c(c(=N)c3c1CCC3)CCC2	i	50	-0.8	84	i	0.0	17%	7.6%	4%	12%	-4%	0.7%
COc1ccc(-n2nc3c(N4CCC(C(=O)N5CCC(C)CC5)CC4)nnc(C)c3c2C)cc1	i	27	-0.3	58	+	0.7*	4%	-3.3%	-11%	-22%	10%	-0.1%
COc1cc(OC)cc(C(C(=O)NCc2ccccc2)N(Cc2ccco2)C(=O)c2ccno2)c1 (configuration not stated)	i	58	0.8	51	i	1.0	-2%	-4.8%	-21%	17%	10%	-0.1%
O=C(CN1CCN(S(=O)(=O)c2ccccc2)CC1)Nc1ccc2c(c1)CCC2	i	18	3.8	65	i	0.5	23%	4.2%	65%	21%	9%	0.5%
O=C(CCCNC(=O)c1ccc(Cl)cc1)NCc1ccccc1F	i	36	0.6	71	i	3.8	-2%	-0.7%	-2%	-6%	6%	0.2%
COc1cccc(NC(=O)C2C3C=CC4(O3)C2C(=O)N(CCCN2CCC(C)CC2)C4C(=O)NC2CCCCC2)c1 (configuration not stated)	i	57	1.1	60	i	0.5	-14%	-3.5%	-41%	-19%	0%	-0.2%
O=C(CCn1cccc1)NCCc1ccc(Cl)cc1	i	22	1.0	36	i	1.1	-3%	-2.6%	-20%	11%	16%	0.3%
Cn1c(=O)c2cn3c(c2n(C)c1=O)C(c1ccccc1)CC(c1ccccc1)=N3 (configuration not stated)	i	39	0.4	69	i	1.2	-10%	-0.2%	7%	0%	24%	0.4%
O=C(OCCN1C(=O)c2ccccc2C1=O)c1ccccc1	i	52	-0.5	48	i	0.1	-7%	0.0%	-27%	-30%	-13%	0.1%
Cc1ccc(C(C(=O)Nc2ccc(C(C)C)cc2)N(C)C(=O)c2ccc(=O)[nH]c2)cc1 (configuration not stated)	i	16	0.2	48	i	0.3	12%	3.6%	-16%	-10%	6%	-0.7%
Cc1nn(CC(=O)Nc2cccnc2)c(=O)c2ccccc12	i	60	1.0	68	i	0.5	-1%	/	-28%	8%[20 µM]	5%	-0.1%
CCOCCCNC(=S)N1C2CCC1CC(NC(=O)Nc1ccc(C(=O)OCC)cc1)C2 (configuration not stated)	i	28	0.2	39	i	0.5	8%	/	-32%	-24%[20 µM]	5%	-0.1%
CCc1cccc2c(C#N)cn(CCOc3ccccc3OC)c12	i	34	3.9	70	i	0.3	14%	3.6%	15%	2%	-8%	0.2%
COc1cc(CN2CCN(CC3CC3)CC2CCO)cc(OC)c1 (configuration not stated)	i	37	-0.2	67	i	0.2	-30%	-2.5%	1%	-16%[20 µM]	-24%	0.6%
O=C(NS(=O)(=O)Oc1cccc(F)c1)OC[C@@H]1CCCN2CCCCC12 (some centres not stated)	i	20	0.1	50	i	0.3	2%	2.2%	-13%	-9%	-11%	-0.2%
CC(C)(C)NC(=O)C(OC(=O)c1ccco1)c1ccc(Cl)cc1 (configuration not stated)	i	46	-0.4	80	i	0.5	11%	0.2%	14%	-11%	-6%	-0.1%
Cc1ccc2c(c1)NC(=O)CC(c1ccccc1)=N2	i	57	-0.5	39	i	0.8	12%	-2.9%	15%	-28%	10%	0.2%
O=C(NCc1nc(-c2ccccc2)no1)c1cccs1	i	8	1.0	58	i	8.8	19%	3.7%	-6%	17%	-3%	-0.1%
Cc1cc(C)cc(OCC(=O)N2CCc3ccccc3C2)c1	i	16	-1.1	57	i	0.5	-2%	-4.3%	-12%	2%	-2%	-0.2%
